Compound activity: PubChem, several laboratories
MEKK3 PB1 HTS = raises or lowers MEK5 binding to the human MEKK3 PB1 domain; hit rate 1.4% among 290,000; bead-based flow cytometry, Alexa488-MEK5 binding to MEKK3; actives lie on both sides; 0 = blocked by unlabeled MEK5, 100 = vehicle; AID 1529; binding response (% of control), % at 10 µM; Q99759;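 active = binding response more than 3 SD above or below the average of its plate-row segment, actives on both sides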;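 note: Alexa488 bead fluorescence after subtracting the streptavidin-only scavenger bead signal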
Target sequence (Q99759 whole entry, looked up, the tested form may be a part): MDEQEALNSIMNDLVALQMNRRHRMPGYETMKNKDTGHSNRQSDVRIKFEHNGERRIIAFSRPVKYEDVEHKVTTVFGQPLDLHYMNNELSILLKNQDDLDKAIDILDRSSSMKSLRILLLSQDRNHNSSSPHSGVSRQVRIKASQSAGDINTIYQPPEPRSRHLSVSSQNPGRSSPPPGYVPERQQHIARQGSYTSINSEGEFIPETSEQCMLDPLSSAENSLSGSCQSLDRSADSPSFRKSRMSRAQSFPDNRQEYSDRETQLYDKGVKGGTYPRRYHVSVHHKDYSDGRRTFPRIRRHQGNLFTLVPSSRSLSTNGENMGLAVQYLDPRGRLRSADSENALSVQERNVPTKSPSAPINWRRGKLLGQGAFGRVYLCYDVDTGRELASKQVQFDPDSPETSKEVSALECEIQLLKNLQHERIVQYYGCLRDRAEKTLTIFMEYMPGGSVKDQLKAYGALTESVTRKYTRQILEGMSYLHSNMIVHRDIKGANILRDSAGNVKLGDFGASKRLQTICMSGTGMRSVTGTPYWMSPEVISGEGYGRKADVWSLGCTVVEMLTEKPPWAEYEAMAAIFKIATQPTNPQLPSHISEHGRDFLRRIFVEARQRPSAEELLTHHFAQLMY
GPR7 antagonist = human neuropeptides B/W receptor 1 antagonism. GPR7-expressing cells, fluorescence antagonist assay. inhibition, % at 4.4 µM. hit rate 1.1% among 290,000. AID 1861; in the data active = inhibition above about 16%, passing the limit was not always enough;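 note: cells stimulated with the agonist NPW; 0% = agonist with vehicle and 100% = vehicle without agonist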
FID counter = counter-screen for HCV NS3 helicase inhibitors: DNA intercalator displacement | DNA fluorescent intercalator displacement, fluorescence | inhibition, % at 7.9 µM | hit rate 0.17% among 290,000 | AID 1845; in the data active = inhibition above about 37%;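 note: 0% = vehicle and 100% = reference compound; higher means more ethidium bromide displaced from hairpin DNA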
MEKK2 WT-MEK5 = raises or lowers MEK5 binding to wildtype human MEKK2 PB1 domain; AID 1531; bead flow cytometry, Alexa488-MEK5 binding to MEKK2 WT; actives lie on both sides; hit rate 1.1% among 290,000; binding response (% of control), % at 10 µM; in the data active = binding response below about 67% or above about 130%
NALP1 inh = NALP1 inhibition; hit rate 0.61% among 280,000; inhibition, % at 10 µM; S. cerevisiae NALP1/ASC/caspase-1 growth, X-gal OD620, 72 h; in the data active = inhibition mostly above about 24%, no sharp cut-off; inactive = mostly below about 32%; note: some compounds called inactive have numbers as strong as hits
M18AAP inhibitor = PfM18AAP enzyme inhibition; recombinant PfM18AAP, H-Glu-NHMec fluorogenic cleavage; inhibition, % at 7.35 µM; hit rate 1.2% among 290,000;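 active = inhibition above the campaign mean inhibition over all tested compounds plus 3 SD, cut at about 28% in these data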;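 note: 0% = plate median of test compound wells and 100% = 2 mM ZnCl2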
PHOSPHO1 inh = inhibitors of human PHOSPHO1 phosphatase; hit rate 1.1% among 290,000; recombinant PHOSPHO1, absorbance phosphatase assay; Q8TCT1; inhibition, % at 13.3 µM; in the data active = inhibition above about 60%
MEKK2mut PB1 HTS = signal of MEK5 binding to mutant human MEKK2 PB1 domain. bead flow cytometry, Alexa488-MEK5 binding to MEKK2 mutant. percent response, % at 10 µM. hit rate 0.35% among 290,000. AID 1530; in the data active = percent response above about 24%, passing the limit was not always enough; note: inactives centre near 1; some results filed as inactive read as strong as hits; reference of the scale not given here
OXTR ag = activates the human oxytocin receptor; P30559; CHO-OTR cells, Fluo-8 calcium fluorescence; normalized: DMSO 0%, oxytocin 100%; activation, % at 3 µM; hit rate 0.32% among 320,000;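 active = activation above the mean of all tested compounds plus 3 SD, cutoff set per screening run, cut at about 20% in these data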;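 note: peak over basal fluorescence ratio from a 100 s FLIPR kinetic read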
Target sequence (P30559 whole entry, looked up): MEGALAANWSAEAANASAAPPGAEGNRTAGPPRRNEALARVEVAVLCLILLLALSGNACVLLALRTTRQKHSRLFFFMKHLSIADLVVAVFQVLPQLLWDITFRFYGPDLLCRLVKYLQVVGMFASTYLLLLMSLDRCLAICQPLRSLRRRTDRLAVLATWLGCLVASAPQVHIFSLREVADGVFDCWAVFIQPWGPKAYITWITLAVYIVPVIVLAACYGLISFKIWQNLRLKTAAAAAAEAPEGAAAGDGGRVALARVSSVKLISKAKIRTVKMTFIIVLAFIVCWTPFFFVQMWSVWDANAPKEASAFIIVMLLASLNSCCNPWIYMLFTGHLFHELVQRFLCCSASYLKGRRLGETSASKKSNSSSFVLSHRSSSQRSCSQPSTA
The depositor's hits bear a star; x = not tested or not shown; & = joins results of further samples.

SMILES	MEKK3 PB1 HTS	GPR7 antagonist	FID counter	MEKK2 WT-MEK5	NALP1 inh	M18AAP inhibitor	PHOSPHO1 inh	MEKK2mut PB1 HTS	OXTR ag
Cc1nc(N2CCC(C)CC2)c2oc3ccccc3c2n1	99	-3	-10	101	7	-4	-2	12	-1.9
CC(=C/c1ccccc1)/C=C1/SC(N2CCOCC2)=NC1=O	x	-2	-32	x	19	0	18	x	2.9
O=C(CCC(=O)Nc1ccccc1)NNC(=O)c1ccco1	101	-10	-4	106	34	1	-7	10	-0.6
CCOC(=O)c1c(C)[nH]c(N=Nc2ccccc2Cl)c1C	81	-12	0	81	x	-6	44	-4	-0.9
COc1cc2c(cc1CN1CCN(C(=O)c3cc(OC)c(OC)c(OC)c3)CC1)OCO2	105	-8	-14	104	-5	-2	19	7	-0.9
Cc1cccc(NC(=O)c2ccc(OCC(=O)NCc3ccccc3)cc2)c1C	103	-14	-16	103	11	0	14	10	-1.5
CN1C(=O)/C(=C/c2ccccc2OCc2ccc(C(=O)O)cc2)NC1=S	106	-10	-24	94	10	-4	37	-3	0.9
Cc1ccc2nc(Cn3cc(C(F)(F)F)ccc3=O)cc(=O)n2c1	96	-2	0	98	-8	-2	28	-2	0.7
COC(=O)c1ccc(NC(=O)c2ccc(OC(C)=O)c(OC)c2)cc1	98	-5	-13	100	0	-12	37	-4	-0.7
O=c1c2cc(Cl)ccc2nc(-c2ccc(Cl)c(Cl)c2)n1O	115	-7	0	111	x	6	30	4	2.6
COC(=O)Nc1ccc(S(=O)(=O)N2CCC(C(=O)NC3CCCCC3)CC2)cc1	109	-6	-7	105	38	-4	24	-3	-1.2
CCOC(=O)/C(C#N)=C\c1cc(OC)c(OC)cc1[N+](=O)[O-]	99	-4	-3	98	0	21	49	-8	1.3
CNS(=O)(=O)c1ccc(NC(=S)Nc2ccc3c(c2)OCO3)cc1	102	-8	-1	101	4	12	-112	4	0.1
CCOC(=O)N1CCC(NC(=O)CS(=O)(=O)Cc2nc(-c3ccc(C)cc3)oc2C)CC1	109	-4	-5	110	5	2	13	12	-1.6
C[C@H](NC(=O)CCCOc1ccc(Cl)cc1Cl)c1nnc2ccccn12	101	-1	-19	105	8	3	45	1	-1.2
O=C(NCCCn1ccnc1)c1ccc(Br)s1	105	1	-2	105	2	0	21	4	x
COc1ccc(CNC(=O)CSc2nnc3nc(C)cc(C)n23)cc1OC	99	-14	-2	101	12	-12	-7	0	-0.1
CCN(CC)S(=O)(=O)c1cc(C(=O)OC)ccc1Cl	96	37*	1	94	16	2	50	-4	-0.9
O=C(NCCc1csc(-c2cccnc2)n1)c1ccc(Br)o1	110	-6	-4	114	x	1	5	14	0.2
N#CCCN(C(=O)COc1ccc(Cl)cc1Cl)c1ccccc1	100	1	-14	99	26	6	16	0	0.2
Cc1ccc(C(=O)NN2C(=O)C3C4c5ccccc5C(c5ccccc54)C3C2=O)cc1 (configuration not stated)	129*	-6	3	104	10	0	-2	3	-2.3
CCc1nc2n[nH]c(N)c2c2c1CCCC2	107	-9	-4	110	x	-6	5	18	0.0
CN(c1ccccc1)S(=O)(=O)c1cccc(NC(=O)CSc2nncs2)c1	103	2	-5	106	27	-10	-32	3	18
Cc1nc(CCNC(=O)C2CCC(=O)N(CCc3cccc(F)c3)C2)sc1C (configuration not stated)	101	-6	-42	100	10	-12	31	2	x
CN(CCC#N)C(=O)COc1ccc(Br)cc1Cl	103	-5	-3	97	11	-15	30	-2	-0.6

Additional compounds follow.
SMILES	MEKK3 PB1 HTS	GPR7 antagonist	FID counter	MEKK2 WT-MEK5	NALP1 inh	M18AAP inhibitor	PHOSPHO1 inh	MEKK2mut PB1 HTS	OXTR ag
COc1ccccc1NC(=O)CNC(c1ccccc1)c1ccccc1	103	14	-22	98	17	4	39	-1	-0.7
CS(=O)(=O)N(CC(=O)Nc1ccc(Br)cc1F)C1CCCCC1	102	10	-21	100	8	-4	34	-1	-0.9
COCc1ccc(C(=O)N(C)CC2CCCN(CCc3ccccc3F)C2)o1 (configuration not stated)	92	-6	8	90	9	-4	-16	-5	-0.3
O=C(Nc1cccc([N+](=O)[O-])c1)C1C2CC/C=C\CCC21 (configuration not stated)	99	-3	2	97	-9	5	32	2	-2.9
COc1ccc(CNC(=S)N2CCN(S(=O)(=O)c3cccc(F)c3)CC2)cc1	90	-2	-8	85	x	-2	19	-15	3.2
CC1CCN(C(=O)c2[nH]cnc2C(=O)NCC(=O)OC(C)(C)C)CC1	102	-5	-29	109	10	4	-2	6	0.2
Nc1ccccc1Sc1ccc(C(F)(F)F)cc1[N+](=O)[O-]	107	-18	5	106	-5	4	55	5	-2.7
CCOC(=O)C1CCN(C(=O)c2cc(C)n(C(C)(C)C)n2)CC1	53	6	-23	63	x	-4	46	-41	-1.4
CCO/C([O-])=N/c1c[n+](N2CCOCC2)no1	83	-5	-2	105	19	4	-1	2	-0.1&-0.2
COc1ccc(Nc2nc3c(C)cccn3c(=O)c2C=NCc2ccccc2)cc1	101	-17	1	88	9	3	7	-6	-0.8
N#CC1=C(N)C2=CCCC[C@H]2[C@H](c2cccc(F)c2)C1(C#N)C#N	99	0	-10	95	17	16	-9	-1	-0.4
Cc1nccn1CCCNC(=O)CC1C(=O)NCCN1Cc1ccc(Cl)c(F)c1 (configuration not stated)	97	-8	4	97	2	-5	11	-10	-1.1
O=[N+]([O-])c1cccc(/C=N/Nc2nnc(-c3ccccc3)c(-c3ccccc3)n2)c1	96	-6	2	107	9	2	-12	1	-0.6
COc1cc(/C=C2\SC(=S)N(NS(=O)(=O)c3ccccc3)C2=O)ccc1O	109	-9	-20	104	-28	9	4	19	24*
CCN(CC)CCNC(=O)c1cc([N+](=O)[O-])c(N(C)C)cc1OC	90	-10	3	90	x	5	6	-7	-0.1
O=C(/C=C/c1c(Cl)cccc1Cl)NCc1ccccc1	103	1	2	101	11	-12	-10	-1	-1.7
COc1ccc(CCn2c(N)c(C#N)c3nc4ccccc4nc32)cc1OC	99	5	-7	103	13	2	17	12	2.1
Cc1ccc(C(=O)/C=C/Nc2ccccn2)cc1	101	-2	-6	100	x	-1	x	-1	-2.0
CC(OC(=O)C1=Cc2ccccc2OC1)C(=O)NC(C)(C)C (configuration not stated)	100	2	2	96	0	-3	14	3	1.1
Cc1[nH]nc(Nc2ccc(Br)cc2)c1[N+](=O)[O-]	109	-3	8	98	4	-14	24	10	0.5
CCC(=O)NC(=S)Nc1ccc(S(=O)(=O)NC(C)=O)cc1	109	-2	2	110	10	1	38	11	0.4
CCCOc1ccc(N2CC(C(=O)Nc3ccc4c(c3)OCO4)CC2=O)cc1 (configuration not stated)	103	-10	-7	100	-12	-4	2	2	-0.5
N#CCSc1nc2ccc(N3CCOCC3)cc2c(=O)n1CCc1ccccc1	99	-10	-7	94	-9	1	82*	-3	-1.9
O=C(C1=C(O)C(=O)N(c2nccs2)C1c1ccccc1)c1cc2ccccc2o1 (configuration not stated)	96	5	-2	96	8	13	37	-5	20*
CC1CCCCC1NC(=O)c1ccc(CSc2nc3ccncc3[nH]2)cc1 (configuration not stated)	113	3	-4	104	18	-11	-9	-2	0.9

Later entries.
SMILES	MEKK3 PB1 HTS	GPR7 antagonist	FID counter	MEKK2 WT-MEK5	NALP1 inh	M18AAP inhibitor	PHOSPHO1 inh	MEKK2mut PB1 HTS	OXTR ag
CCCCN(C(=O)CCC(=O)Nc1cc(C)on1)C(C(=O)NC(C)(C)C)c1ccccc1Cl (configuration not stated)	99	-21	-45	99	-2	2	37	1	-1.8
O=C(COc1ccccc1)NCCSCc1ccc(Cl)cc1	95	-3	-21	96	30	-2	16	-1	-1.9
CCOC(=O)Cn1c(=O)n(Cc2ccco2)c(=O)c2ccc(C(=O)NC3CCCC3)cc21	109	-13	-6	113	12	-1	-1	11	-2.5
Cc1nc(C(=O)NCC(=O)c2ccccc2)c(C(F)(F)F)o1	103	-3	-2	101	7	-8	3	9	-0.1
O=C(NCCCN1CCCC1=O)c1sc2ccccc2c1Cl	96	5	-17	101	6	7	48	4	-1.2
O=C(O)c1cccc(CSc2nc(-c3ccc(Cl)cc3)cc(C(F)(F)F)n2)c1	92	-8	-20	85	0	0	7	-4	18
Cc1cccn2c(=O)c3cc(C(=O)NCCN4CCOCC4)c(=N)n(Cc4ccc(F)cc4)c3nc12	98	-9	14	102	-15	6	32	2	0.0
O=C(CN1CCOCC1)Nc1c2c(nc3ccccc13)N(Cc1ccccc1)CC2	106	-8	2	106	27	-6	-3	8	-0.1
O=C(NCc1cccnc1)c1ccccc1NS(=O)(=O)c1ccc(F)cc1F	96	-13	-9	100	-54	6	32	-7	4.2
O=C(CNC(=O)c1sc2ccccc2c1Cl)NCc1ccccc1	105	-7	-18	103	7	-5	43	6	-0.3
N#C/C(=C\c1ccccc1)C(=O)Nc1ccccn1	106	-3	-3	108	23	-9	33	6	0.3
O=c1[nH]ncc2c3ccccc3n(Cc3ccccc3F)c12	102	-13	1	101	6	0	32	1	-2.3
CCO[C@H]1OC(C(=O)NCc2ccccc2)=C[C@@H](c2ccc3c(c2)OCO3)[C@@H]1CCCO	97	33*	-30	97	-6	10	48	-5	15
CC(C)OC(=O)CSc1nc2cc3c(cc2cc1C#N)OCO3	101	-9	2	97	4	2	14	2	15
CCCCOC(=O)CSC1=C(C#N)C(c2ccccc2OC)C(C#N)C(=O)N1 (configuration not stated)	102	-4	-28	105	13	9	-5	7	-0.8
COc1ccc(CNC(=O)COC(=O)C2=COCCO2)cc1	100	-9	-4	103	2	-8	0	1	-0.7
Cc1cccc(NC(=O)Cn2c(=O)oc3ccccc32)n1	103	2	-5	101	1	-4	33	4	-0.2
O=C(c1ccc(S(=O)(=O)N2CCCCC2)cc1)N1CCN=C1SCc1cccnc1	108	-5	-8	106	-1	0	5	4	1.6
O=C(Nc1cccc(-n2cnnn2)c1)C1CCCN(Cc2cccc(C(F)(F)F)c2)C1 (configuration not stated)	105	17	27	110	-2	14	13	-2	x
CCCn1c(COc2ccc(C(=O)O)cc2)nc2ccccc21	103	-11	-10	109	43*	0	46	10	0.7
C=CCOc1cccc(C2/C(=C(/O)c3ccccc3)C(=O)C(=O)N2CCN2CCOCC2)c1 (configuration not stated)	109	-10	-22	109	29	-7	35	2	-0.4
CCOC(=O)C1CCN(CCC(=O)Nc2ccc(C)cc2)CC1	105	0	0	103	-5	-6	-10	1	0.1
Cc1c(NC(=O)C(C)c2ccc(CC(C)C)cc2)c(=O)n(-c2ccccc2)n1C (configuration not stated)	100	-6	-38	99	10	4	7	0	-2.0
O=C(NCc1ccncc1)Nc1cccc(Cl)c1	107	-7	-2	109	31	5	31	6	1.5
Cc1ccccc1-n1c(-c2ccc3ccccc3n2)n[nH]c1=S	100	-10	-24	98	0	-2	71*	4	-0.9
NC(=O)CCCc1nc(-c2ccccc2Cl)no1	100	6	6	102	14	-6	23	3	1.2
O=[N+]([O-])c1ncn(C23CC4CC(CC(C4)C2)C3)n1	111	-17	0	105	-11	1	20	19	-0.6
O=C(Nc1ccccc1)N(Cc1ccc2c(c1)OCO2)Cc1nc2ccccc2c(=O)[nH]1	104	-6	-5	106	5	-7	1	3	-1.9

Structures above marked active in PHOSPHO1 inh.
| molecule | MEKK3 PB1 HTS | GPR7 antagonist | MEKK2 WT-MEK5 | NALP1 inh | M18AAP inhibitor | PHOSPHO1 inh | MEKK2mut PB1 HTS |
| --- | --- | --- | --- | --- | --- | --- | --- |
| N#CCSc1nc2ccc(N3CCOCC3)cc2c(=O)n1CCc1ccccc1 | 99 | -10 | 94 | -9 | 1 | 82* | -3 |
| Cc1ccccc1-n1c(-c2ccc3ccccc3n2)n[nH]c1=S | 100 | -10 | 98 | 0 | -2 | 71* | 4 |

Hits appear at their usual frequency; any-hit rate near 6.2%.
